GASC-1 inh: blocks human GASC-1 demethylase activity | inhibition, % at 2.35 µM | AID 2099 | 0.069% of 330,000 active | GST-JMJD2C(1-420) H3K9me3 demethylation, DELFIA europium;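 active = more than half of a compound's replicate wells show inhibition beyond 50%, single wells judged on their own value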;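 also: signal counts dimethyl H3K9 product captured on neutravidin plate; 0% = median of DMSO wells and 100% = 0.3 times that DMSO median; strong numbers were not always called active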
PP5 primary: PP5 (human) phosphatase inhibition; P53041; purified PP5c, OMFP substrate fluorescence; inhibition, % at 6.7 µM; 0.18% of 320,000 active; AID 1987;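 active = inhibition above the campaign's mean inhibition across all tested compounds plus 3 SD, cut at about 9.5% in these data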;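 also: 0% = DMSO only and 100% = 100 µM cantharidin control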
HCV core dimer: blocks dimerization of HCV core protein; inhibition, % at 5 µM; TR-FRET GST/Flag-core106 dimerization, 1536-well; 0.33% of 300,000 active;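 active = inhibition above the mean of all tested compounds plus 3 SD, set per screening campaign, cut at about 45% in these data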
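test system = GST/Flag-tagged HCV core106 proteins | probe or stimulus = Eu donor and XL665 acceptor anti-tag antibodies | times = compound-protein-antibody incubation 4 h at 22.5 °C | signal = TR-FRET, excitation 340 nm, emission 617 and 671 nm | measure = percent inhibition of core106 dimerization signal | controls = wells lacking GST-core106 and wells with excess unlabelled core106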
LYPLA2 counter: blocks human lysophospholipase 2, a PME1 counter-screen | recombinant LYPLA2, FP-Rh probe fluorescence polarization | inhibition, % at 5.9 µM | O95372 | AID 2177 | 0.38% of 320,000 active;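 active = inhibition above the screen-wide mean plus 3 SD, limit set per campaign, cut at about 26% in these data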;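 also: 0% = LYPLA2 with DMSO and 100% = wells lacking LYPLA2 enzyme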
Target sequence (O95372 whole entry, looked up): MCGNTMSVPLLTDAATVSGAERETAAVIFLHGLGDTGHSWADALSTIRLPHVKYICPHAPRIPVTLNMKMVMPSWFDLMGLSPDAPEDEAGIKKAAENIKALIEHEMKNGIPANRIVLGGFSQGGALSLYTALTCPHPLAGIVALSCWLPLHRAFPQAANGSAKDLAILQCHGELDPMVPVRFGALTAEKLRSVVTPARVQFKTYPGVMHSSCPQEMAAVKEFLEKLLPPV
PP1 inh: counter-screen for PP5 inhibitors: inhibitors of human PP1-alpha; inhibition, % at 6.7 µM; P62136; purified PP1alpha, OMFP fluorescence; AID 2235; 0.9% of 320,000 active;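 active = inhibition above the mean inhibition of all tested compounds plus 3 SD, computed separately for each screening campaign, cut at about 15% in these data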
Fh CTSL1 inh: cathepsin L1 inhibition, PFM18AAP counter-screen | recombinant F. hepatica cathepsin L1, Z-Leu-Arg-MCA fluorescence | inhibition, % at 5.96 µM | 0.49% of 300,000 active | AID 1906;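 active = inhibition above the mean of all tested compounds plus 3 SD, set per screening campaign, cut at about 17% in these data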;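 also: 0% = plate median of test compound wells and 100% = 1 µM Z-Phe-Ala-diazomethylketone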
PREPL inh: human PREPL enzyme inhibition; Q4J6C6; recombinant PREPL, fluorescence polarization activity-based probe; inhibition, % at 5.96 µM; 0.68% of 320,000 active; AID 2751; in the data active = inhibition above about 43%;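 also: 0% = enzyme with DMSO and 100% = wells lacking enzyme; many of its hits are not listed in these tables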
Target sequence (Q4J6C6 whole entry, looked up): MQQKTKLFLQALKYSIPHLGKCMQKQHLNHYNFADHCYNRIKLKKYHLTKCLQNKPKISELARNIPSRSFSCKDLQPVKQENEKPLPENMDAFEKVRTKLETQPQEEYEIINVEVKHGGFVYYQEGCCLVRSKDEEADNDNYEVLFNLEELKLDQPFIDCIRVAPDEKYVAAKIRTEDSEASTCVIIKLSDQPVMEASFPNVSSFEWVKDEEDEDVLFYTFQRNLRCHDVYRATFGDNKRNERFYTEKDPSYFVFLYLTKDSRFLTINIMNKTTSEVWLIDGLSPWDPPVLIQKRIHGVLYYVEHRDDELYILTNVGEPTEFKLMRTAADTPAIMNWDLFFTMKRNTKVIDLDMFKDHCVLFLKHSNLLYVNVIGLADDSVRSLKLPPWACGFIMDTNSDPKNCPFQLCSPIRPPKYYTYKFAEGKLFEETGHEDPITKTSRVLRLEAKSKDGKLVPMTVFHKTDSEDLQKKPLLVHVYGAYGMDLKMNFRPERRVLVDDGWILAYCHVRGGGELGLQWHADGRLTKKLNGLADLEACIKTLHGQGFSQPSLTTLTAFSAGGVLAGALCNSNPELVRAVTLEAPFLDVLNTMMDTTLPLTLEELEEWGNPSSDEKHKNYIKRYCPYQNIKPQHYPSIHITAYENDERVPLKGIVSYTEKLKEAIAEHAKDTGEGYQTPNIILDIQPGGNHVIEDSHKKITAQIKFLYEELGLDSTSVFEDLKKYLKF
TPT1 inh: inhibitors of Candida albicans tRNA 2'-phosphotransferase TPT1. recombinant caTPT1, FP RNA substrate dephosphorylation. 0.81% of 300,000 active. inhibition, % at 5 µM;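 active = inhibition above the mean of all tested compounds plus 3 SD, set per screening campaign, cut at about 24% in these data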;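 also: plate controls were DMSO alone for no effect and ferristatin control at 100 nM for full effect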
Efflux pump inh: inhibitors of Candida antifungal efflux pumps expressed in yeast. S. cerevisiae Candida pump triplex, Nile Red efflux. inhibition, % at 10 µM. AID 485275. 0.44% of 330,000 active;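 active = plate passing quality check with inhibition over a set limit, or well fluorescence over plate mean plus 4 SD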;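 also: Nile Red retained in pooled yeast measured as flow cytometry median fluorescence; 0% = buffer negative control and 100% = Enniatin B positive control; higher means more Nile Red kept so more efflux inhibition; some compounds called inactive have numbers as strong as hits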
Numbers without * were called inactive; · = no result given.

1: O=C(NCc1ccccn1)C(C(=O)c1ccc(F)cc1)n1ccccc1=O (configuration not stated)
2: CC(C)=CCc1c([C@@H]2CCc3ccc(O)cc3O2)cc2c(c1O)OC(C)(C)C=C2
3: Cc1cc(C)nc(/N=C(\N)Nc2ccc(-c3ccccc3)cc2)n1
4: O=C(O)CSc1ccnc2cc(Cl)ccc12
5: O=C(CCCN1CCC(O)(c2ccc(Br)cc2)CC1)c1ccc(F)cc1
screen / no.	1	2	3	4	5
GASC-1 inh	-7.9	41.1	12.1	-3.2	·
PP5 primary	2.2	3.9	-1.9	0.2	-2.1
HCV core dimer	3.3	2.7	-1.1	1.2	-6.5
LYPLA2 counter	-1.6	4.4	-3.9	0.4	18.2
PP1 inh	-5.6	-0.1	-2.9	-1.4	-0.8
Fh CTSL1 inh	-0.4	-0.4	0.3	0.1	2.5
PREPL inh	4.7	3.7	22.3	3.1	5.2
TPT1 inh	0.5	0.3	4.0	-2.8	-3.3
Efflux pump inh	0.2	0.3	0.0	0.1	-0.1

6: COc1ccc2c(c1)c1ncn(Cc3ccc(F)cc3)c(=O)c1n2C
7: Cn1nnnc1NCc1cccc(Cl)c1Cl
8: Cc1ccoc1C(=O)NCCNc1ccc(Cl)cc1[N+](=O)[O-]
9: COc1cc(C(=O)Nc2cc(C)ccn2)cc(OC)c1OC
10: O=C(CN1CCOC1=O)N1CCCC(N2CCN(c3cccc(C(F)(F)F)c3)CC2)C1 (configuration not stated)
screen / no.	6	7	8	9	10
GASC-1 inh	-0.5	8.8	-13.6	12.4	-2.9
PP5 primary	-1.4	14.6*	1.3	-2.2	0.0
HCV core dimer	1.7	-0.5	-7.1	-0.1	6.3
LYPLA2 counter	2.8	-2.2	5.2	5.2	-2.3
PP1 inh	3.8	0.7	1.6	-1.9	0.7
Fh CTSL1 inh	4.8	1.4	1.9	2.8	1.7
PREPL inh	4.5	-17.9	13.8	13.8	2.7
TPT1 inh	-0.9	1.1	-1.9	-0.1	-1.1
Efflux pump inh	-0.1	0.0	-0.2	0.2	0.0

11: CCC1CCC(C(=O)NC(C(=O)NCCc2ccc(S(N)(=O)=O)cc2)C(C)C)CC1 (configuration not stated)
12: CCc1noc(C)c1C(=O)OCC(=O)N(CC)c1c(N)n(Cc2ccccc2)c(=O)[nH]c1=O
13: COc1ccccc1C(=O)Nc1ccnn1C1CCN(Cc2cn(C)c3ccccc23)CC1
14: Cc1nn(C)c(=O)n1N(C)c1ncc(C(F)(F)F)cc1Cl
15: COc1cc(/C=N/Nc2ccccc2)ccc1O
screen / no.	11	12	13	14	15
GASC-1 inh	0.4	·	8.3	-13.1	8.0
PP5 primary	2.1	2.7	1.6	-1.7	0.3
HCV core dimer	-3.6	-10.0	-4.4	-4.3	-13.6
LYPLA2 counter	-0.2	6.8	-0.8	-1.6	0.4
PP1 inh	-1.5	-6.2	-2.7	1.9	-0.6
Fh CTSL1 inh	1.0	-1.7	0.1	0.6	1.6
PREPL inh	-5.3	8.5	15.7	3.3	4.6
TPT1 inh	-1.6	0.6	2.0	1.9	-2.9
Efflux pump inh	0.1	-0.2	-0.1	0.0	-0.2

16: COc1cc2ccccc2cc1C(=O)Nc1ccc(Cl)cn1
17: Cc1ccc(NC(=O)Cc2n[nH]c(=O)c3ccccc23)cc1S(=O)(=O)N1CCCCCC1
18: C=CCNC(=O)c1csc(-c2ccccc2)n1
19: CCOC(=O)c1c(C)oc2ccc(OCC(=O)N(CC)CC)cc12
20: COC(=O)Cc1cnc(NC(=O)C2C3CCC(C3)C2C(=O)O)s1 (configuration not stated)
screen / no.	16	17	18	19	20
GASC-1 inh	0.7	6.9	-9.9	-5.8	3.7
PP5 primary	2.5	1.5	3.3	-7.7	-0.8
HCV core dimer	-22.4	·	0.1	5.8	0.7
LYPLA2 counter	-7.7	-4.1	5.0	2.1	-1.6
PP1 inh	2.5	-2.7	-2.9	-5.1	-1.9
Fh CTSL1 inh	1.9	·	15.7	9.9	-1.9
PREPL inh	-1.4	14.5	8.7	15.7	-3.9
TPT1 inh	0.1	·	-0.7	-2.4	-1.4
Efflux pump inh	-0.2	-0.2	-0.2	-0.1	0.1

21: O=C(NCCc1ccccn1)c1cccc(S(=O)(=O)N2CCc3ccccc32)c1
22: COc1cccc(OC)c1OCCCCN1CCCCC1
23: Cc1cc(C(=O)NC2CC(C)(C)Cc3c2cnn3-c2ccc(F)cc2)nn1C (configuration not stated)
24: COc1cccc(-n2c(CN3CCN(c4cccc(C)c4)C(C)C3)nc3ccc([N+](=O)[O-])cc3c2=O)c1 (configuration not stated)
25: COc1cccc(S(=O)(=O)NCc2ccc(C(=O)Nc3ccc(C)cc3)cc2)c1
screen / no.	21	22	23	24	25
GASC-1 inh	-7.6	13.6	-8.5	-4.6	-9.2
PP5 primary	2.1	1.4	-1.4	-0.1	0.9
HCV core dimer	2.7	3.7	12.1	1.0	5.7
LYPLA2 counter	-0.4	5.2	0.5	-2.0	-8.4
PP1 inh	2.7	3.0	-2.0	4.0	1.7
Fh CTSL1 inh	1.2	2.5	-2.0	-2.5	2.9
PREPL inh	6.7	1.3	1.8	17.5	15.2
TPT1 inh	0.6	1.4	0.1	-0.1	-5.5
Efflux pump inh	0.0	0.1	-0.1	0.6	-0.2

26: COCCCn1c(C(=O)Nc2ccc3c(c2)OCO3)cc2c(=O)n3ccccc3nc21
27: O=C(CCc1ccccc1)Nc1nnc(-c2cccs2)o1
28: COc1cccc(C2CC(=O)Nc3cc4c(cc32)CCC4)c1 (configuration not stated)
29: O=C(COc1ccccc1F)Nc1ccccc1C(=O)NC1CC1
30: O=C(CCC(=O)NNC(=O)COc1ccccc1)NCc1ccccc1
screen / no.	26	27	28	29	30
GASC-1 inh	39.4	3.8	·	7.4	0.4
PP5 primary	-1.5	0.7	6.1	1.1	1.0
HCV core dimer	-2.2	-18.8	0.6	·	-0.7
LYPLA2 counter	1.2	6.2	8.3	-4.6	-2.4
PP1 inh	-3.0	2.2	8.2	-4.8	-4.0
Fh CTSL1 inh	1.0	-1.7	2.1	·	-7.0
PREPL inh	7.5	13.0	11.9	2.9	4.1
TPT1 inh	-4.1	-1.1	-1.4	·	-0.7
Efflux pump inh	0.0	0.0	0.0	0.1	0.1

31: Cc1[nH]c2ccc(C(=O)NCCCN3CCOCC3)cc2c1C
32: O=C(CCS(=O)(=O)c1ccc(Cl)cc1)Nc1ccc(N2CCOCC2)cc1
33: O=C(COC(=O)c1c(F)cccc1F)Nc1ccccc1OC(F)F
34: COc1ccc(C(=O)NC(=S)NCc2ccc(-c3nc4ccccc4o3)cc2)cc1OC
35: O=S(=O)(NCCOc1ccccc1F)c1cccc(Br)c1
screen / no.	31	32	33	34	35
GASC-1 inh	27.7	-1.1	2.4	-2.1	0.0
PP5 primary	0.0	1.0	2.5	0.6	-0.5
HCV core dimer	-7.3	4.3	-2.5	4.2	·
LYPLA2 counter	-3.4	3.3	3.7	-0.2	1.9
PP1 inh	-6.4	-9.1	-1.3	-10.6	-2.6
Fh CTSL1 inh	-5.8	3.8	-1.7	1.4	·
PREPL inh	3.7	16.6	1.7	17.8	-11.7
TPT1 inh	-0.4	0.3	-2.5	-5.6	·
Efflux pump inh	0.1	0.0	-0.1	0.6	-0.1

Full records from above. Order of screens: GASC-1 inh | PP5 primary | HCV core dimer | LYPLA2 counter | PP1 inh | Fh CTSL1 inh | PREPL inh | TPT1 inh | Efflux pump inh
O=C(CCS(=O)(=O)c1ccc(Cl)cc1)Nc1ccc(N2CCOCC2)cc1 is listed as -1.1 | 1.0 | 4.3 | 3.3 | -9.1 | 3.8 | 16.6 | 0.3 | 0.0
O=S(=O)(NCCOc1ccccc1F)c1cccc(Br)c1 is listed as 0.0 | -0.5 | · | 1.9 | -2.6 | · | -11.7 | · | -0.1
O=C(COC(=O)c1c(F)cccc1F)Nc1ccccc1OC(F)F is listed as 2.4 | 2.5 | -2.5 | 3.7 | -1.3 | -1.7 | 1.7 | -2.5 | -0.1
Cc1[nH]c2ccc(C(=O)NCCCN3CCOCC3)cc2c1C is listed as 27.7 | 0.0 | -7.3 | -3.4 | -6.4 | -5.8 | 3.7 | -0.4 | 0.1

Back to the main list with the 3 entries that preceded the break.
33: O=C(COC(=O)c1c(F)cccc1F)Nc1ccccc1OC(F)F
34: COc1ccc(C(=O)NC(=S)NCc2ccc(-c3nc4ccccc4o3)cc2)cc1OC
35: O=S(=O)(NCCOc1ccccc1F)c1cccc(Br)c1
36: N=C1C=CC=C2C1=NC1(CCCCC1)N2O
37: O=C1c2cccc(OCC(=O)N3N=C(c4cccs4)CC3c3ccc(F)cc3)c2CCN1Cc1cccnc1 (configuration not stated)
38: CN1CCN(C(=O)CN2C(=O)CC(C)(C)S(=O)(=O)c3ccccc32)CC1
39: CCOC(=O)c1ccc(CNCc2ccccc2)cc1
40: Cc1cc(C)n(C(C)CC(=O)Nc2ccc3c(c2)OCCO3)n1 (configuration not stated)
screen / no.	33	34	35	36	37	38	39	40
GASC-1 inh	2.4	-2.1	0.0	87.0	0.4	9.0	-1.5	2.3
PP5 primary	2.5	0.6	-0.5	4.4	2.6	1.9	-0.6	0.3
HCV core dimer	-2.5	4.2	·	-31.8	20.0	-1.6	-3.8	-7.7
LYPLA2 counter	3.7	-0.2	1.9	0.5	37.5*	1.4	4.8	-5.8
PP1 inh	-1.3	-10.6	-2.6	-2.4	13.8	-4.5	1.3	4.4
Fh CTSL1 inh	-1.7	1.4	·	-0.5	1.2	-1.6	-4.0	-0.3
PREPL inh	1.7	17.8	-11.7	13.6	-6.8	2.5	-2.0	12.1
TPT1 inh	-2.5	-5.6	·	-0.8	-4.4	1.5	-2.0	-1.1
Efflux pump inh	-0.1	0.6	-0.1	0.0	-0.3	-0.1	-1.7	0.2

41: Cc1nc2ccc(Cl)cc2nc1C
42: CC(C)[C@H](NC(=O)C1CCN(S(=O)(=O)c2ccccc2)CC1)C(=O)NCc1ccccn1
43: Cc1ccc(NS(=O)(=O)c2cccc(C(=O)NCC3(N(C)C)CCCCC3)c2)cc1
44: CCCC(=O)N1CCN(c2ccc(NC(=O)c3ccc(OCC)c([N+](=O)[O-])c3)cc2)CC1
45: CC1CCC2C(C1)c1sc(=O)[nH]c1SC2(C)C (configuration not stated)
46: COc1ccc(C(=O)COC(=O)c2ccc(NC(=O)c3ccccc3)cc2)cc1
47: CCCn1nnnc1NCc1ccccc1OCc1ccc(F)cc1
screen / no.	41	42	43	44	45	46	47
GASC-1 inh	3.6	3.9	-15.2	-0.7	-14.0	3.1	1.9
PP5 primary	-1.7	-0.1	2.9	-0.5	2.7	-3.8	0.6
HCV core dimer	0.9	3.0	0.3	3.8	4.5	13.5	4.7
LYPLA2 counter	1.6	3.5	2.7	17.2	-0.5	-5.5	-7.6
PP1 inh	-3.3	-1.7	-2.2	-1.9	3.9	-0.7	0.3
Fh CTSL1 inh	0.7	-1.0	-1.0	2.0	-1.0	-0.1	10.2
PREPL inh	4.6	8.0	5.5	7.1	-0.2	-0.3	14.9
TPT1 inh	0.2	0.0	1.2	-5.3	-3.4	2.8	-0.5
Efflux pump inh	0.1	-0.1	0.1	0.0	-0.1	-0.1	0.0

A portion of the library (hit frequency here may not be typical).
